RAD54 inh = inhibitors of human RAD54 branch migration; Q92698; RAD54 Holliday junction branch migration, FAM/BHQ fluorescence; inhibition, % at 10.4 µM; actives 0.14% (n = 360,000);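 active = mean normalized replicate activity at least 40 and at least half of replicates scoring 40 or more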;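 also: 0% = median of neutral control wells and 100% = median of positive control wells; inhibitors cause a drop in the FAM fluorescence signal; in these data hits start at about 50%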
ARNT-TACC3 inh = disruptors of human ARNT/TACC3 interaction; Q9Y6A5; AlphaScreen His-ARNT PAS-B/GST-TACC3 binding, luminescence; TACC3 fragment carries E629A point mutation; inhibition, % at 9.99 µM; actives 0.66% (n = 390,000); AID 623870;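 active = mean inhibition of replicates at least 50% and at least half of replicates each reaching 50%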;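 also: 0% = complete ARNT plus TACC3 wells and 100% = ARNT alone without TACC3; many hits fall short of the cut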
Casp6 inh = caspase-6 (human) enzyme inhibition; actives 0.53% (n = 350,000); purified caspase-6, Z-VEID-R110 cleavage fluorescence; inhibition, % at 12.5 µM;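 active = mean inhibition across replicates at least about 35%, with every replicate also reaching that limit, limit read from the data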;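 also: 0% = median of neutral control wells and 100% = no fluorescence left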
Target sequence (P55212 24-179 limits assumed): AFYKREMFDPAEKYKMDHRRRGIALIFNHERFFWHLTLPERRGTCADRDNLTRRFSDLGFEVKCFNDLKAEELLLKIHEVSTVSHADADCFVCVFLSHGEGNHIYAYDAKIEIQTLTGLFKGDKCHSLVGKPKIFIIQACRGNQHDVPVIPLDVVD
Target sequence (P55212 194-293 limits assumed): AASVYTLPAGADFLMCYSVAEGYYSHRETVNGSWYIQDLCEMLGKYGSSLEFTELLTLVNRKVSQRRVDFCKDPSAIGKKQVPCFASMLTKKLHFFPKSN
ERp5 inh = ERp5 (human) disulfide isomerase inhibition; Q15084; ERp5 insulin aggregation, absorbance 650 nm, 90 min; inhibition, % at 9.99 µM; actives 0.05% (n = 350,000);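 active = mean replicate inhibition above about 25%, with every replicate also reaching it, limit read from the data, passing the limit was not always enough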
PglD DTNB = blocks C. jejuni PglD acetyltransferase activity. AID 602405. inhibition, % at 12.5 µM. purified PglD enzyme, DTNB colorimetric CoA detection. actives 0.098% (n = 360,000); in the data active = inhibition above about 16%, passing the limit was not always enough; also: strong numbers were not always called active
RAD52 anneal inh = blocks human RAD52 DNA annealing; P43351; recombinant RAD52 DNA annealing, FRET fluorescence; inhibition, % at 18.7 µM; actives 0.46% (n = 360,000);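 active = every replicate showing at least 50% inhibition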
Target sequence (P43351 whole entry, looked up): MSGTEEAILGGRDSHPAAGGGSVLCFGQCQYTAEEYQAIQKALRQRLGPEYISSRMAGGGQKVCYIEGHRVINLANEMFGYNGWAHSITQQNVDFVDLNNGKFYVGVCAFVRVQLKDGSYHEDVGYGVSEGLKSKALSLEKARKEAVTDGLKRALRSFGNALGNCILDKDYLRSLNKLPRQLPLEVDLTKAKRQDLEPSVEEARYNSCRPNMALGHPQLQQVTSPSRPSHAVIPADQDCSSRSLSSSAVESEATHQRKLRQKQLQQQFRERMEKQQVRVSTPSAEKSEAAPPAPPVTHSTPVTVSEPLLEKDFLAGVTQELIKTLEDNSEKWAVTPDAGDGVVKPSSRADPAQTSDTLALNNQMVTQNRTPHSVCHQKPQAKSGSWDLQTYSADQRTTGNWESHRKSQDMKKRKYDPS
E-selectin induc = E-selectin induction on HUVECs; actives 0.37% (n = 260,000); HUVEC E-selectin immunofluorescence imaging; normalized: neutral wells 0, TNF-alpha wells 100; P16581; AID 686992; activation, % at 7.58 µM;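 active = mean E-selectin-positive cell signal at least 10% of the positive control, reached in at least 60% of replicates, without over 20% cell loss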;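 also: in these data hits start at about 27%; measured in HUVEC primary endothelial cells; signal is the percent of cells scored E-selectin positive by PE staining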
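assay system = HUVEC, human umbilical vein endothelial cells | input = 3,000 HUVEC seeded per well | medium = EGM-2 growth medium on 0.1% gelatin-coated wells | dosing = one compound dose added by pin transfer | signal = immunofluorescence imaging | read-out basis = % PE-positive cells | control set = TNF-alpha, DMSO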
esBAF inh = SWI/SNF esBAF complex inhibition; reporter increase, % at 12.5 µM; actives 2% (n = 350,000); mouse ES cells, Bmi1-luciferase knock-in reporter, 24 h; 100% = twice the neutral-well signal; AID 602393; in the data active = activation above about 40%;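 also: 0% = median of the plate's neutral control wells and 100% = double that signal; a rise in the Bmi1 reporter signal indicates esBAF inhibition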
An asterisk follows results filed as active; . = not tested or not shown.

SMILES	RAD54 inh	ARNT-TACC3 inh	Casp6 inh	ERp5 inh	PglD DTNB	RAD52 anneal inh	E-selectin induc	esBAF inh
O=C(CSc1ncn[nH]1)NCCc1ccc(Cl)cc1Cl	-41	5	3	2	-1	-7	-0.1	-9
CC(C)C#Cc1ccc([C@H]2[C@H]3CN(C(=O)NC4CCCCC4)CC(=O)N3[C@H]2CO)cc1	.	.	2	16	.	-5	0.3	.
O=C(NCc1ccncc1)C1CCN(S(=O)(=O)c2cccc(C(F)(F)F)c2)CC1	3	-4	-2	-7	2	-23	.	-2
COc1cccc(-n2c(N)c(-c3nc4ccccc4[nH]3)sc2=S)c1	.	3	2	3	.	-5	1.8	.
CC1(c2ccccc2)NC(=O)N(CC(=O)Nc2ccc3c(c2)CCC3)C1=O (centres undefined)	5	-5	-1	-2	2	-6	0.1	3
COc1cccc2c(=O)n(CC(=O)Nc3ccc(F)cc3)ccc12	-6	-11	-4	1	0	-9	-0.2	-8
C[C@H]1CN([C@@H](C)CO)C(=O)c2cc(NC(=O)Nc3cccc4ccccc34)ccc2O[C@@H]1CN(C)Cc1ccc(Cl)c(Cl)c1	-2	29	0	-10	5	-17	0.1	6
CO[C@H]1CN(C)C(=O)c2cc(NC(=O)Nc3cccc(Cl)c3)ccc2OC[C@H](C)NC[C@H]1C	10	8	-8	-5	-1	14	0.2	-2
O=C(CSc1ncccn1)NCc1ccc2c(c1)OCO2	-3	-3	-2	3	-6	-1	13	14
O=C(Nc1ccccc1C(=O)NCCc1ccc(O)cc1)c1ccco1	9	-3	-1	1	-3	-6	0.1	-4
O=C(NC1CC1)c1ccc2c(Cl)c3c(nc2c1)CCCC3	7	4	-1	-1	2	-4	.	47*
O=C(Nc1sc2c(c1C(=O)O)CCCC2)C(=O)N1CCOCC1	-1	7	14	1	-4	-12	2.8	39
COc1ccc(OCc2nnc(SC(C)C(=O)Nc3ccc(N4CCOCC4)cc3)n2C)cc1 (centres undefined)	-16	-2	-2	10	1	-4	0.4	14
O=C1CCC(C(=O)N2CCc3ccccc3C2)CN1CCCN1CCOCC1 (centres undefined)	-6	1	2	3	-4	-11	-0.1	-7
COc1ccc(OC)c(CCNC(=O)CN2C(=O)CCSc3ccccc32)c1	1	21	-3	-4	5	-12	1.7	-5
Clc1cccc(NCc2ccccc2)n1	.	34	0	-2	.	-1	1.4	.
O=[N+]([O-])c1cccc(S(=O)(=O)c2ccc(NCCO)c([N+](=O)[O-])c2)c1	2	-2	5	-2	-5	-16	.	10
C[C@@H]1CN([C@@H](C)CO)C(=O)Cc2cc(NC(=O)Nc3ccc4c(c3)OCO4)ccc2O[C@H]1CN(C)Cc1ccncc1	9	0	0	6	-10	3	.	-3
OC[C@@H]1[C@@H](c2ccccc2)[C@@H](CNCC2CCC2)N1CC1CC1	5	0	0	-4	-1	-4	0.2	5
COc1ccc(-c2nc3ccc(Cl)cn3c2Cc2ccccc2C(F)(F)F)cc1OC	5	.	-1	3	-3	-39	0.9	9
Cc1cc(=O)oc2cc(NC(=O)c3ccccc3Cl)ccc12	-6	-5	3	1	6	-50	.	.
CC(=O)N(C)C[C@@H]1OCc2ccccc2-c2c(n(C)c3ccccc23)C(=O)N([C@@H](C)CO)C[C@H]1C	3	-7	-1	-2	-3	10	-0.2	-1
COc1ccc(C)cc1NC(=O)c1c([N+](=O)[O-])cnn1C	-11	-1	1	-3	-4	-9	.	-2
CN(C(=O)COC(=O)c1nc(Cl)ccc1Cl)c1ccccc1	4	-5	-1	-2	1	-5	-0.3	-1
COc1ccc(CNC(=O)Cn2nc(C(F)(F)F)cc2C)cc1	-7	.	-1	0	2	-4	.	-2

Part of the list above in order of formula weight, ascending.
SMILES	RAD54 inh	ARNT-TACC3 inh	Casp6 inh	ERp5 inh	PglD DTNB	RAD52 anneal inh	E-selectin induc	esBAF inh
Clc1cccc(NCc2ccccc2)n1	.	34	0	-2	.	-1	1.4	.
O=C(NC1CC1)c1ccc2c(Cl)c3c(nc2c1)CCCC3	7	4	-1	-1	2	-4	.	47*
Cc1cc(=O)oc2cc(NC(=O)c3ccccc3Cl)ccc12	-6	-5	3	1	6	-50	.	.
O=C(CSc1ncn[nH]1)NCCc1ccc(Cl)cc1Cl	-41	5	3	2	-1	-7	-0.1	-9
O=C(Nc1sc2c(c1C(=O)O)CCCC2)C(=O)N1CCOCC1	-1	7	14	1	-4	-12	2.8	39
COc1cccc(-n2c(N)c(-c3nc4ccccc4[nH]3)sc2=S)c1	.	3	2	3	.	-5	1.8	.
CC1(c2ccccc2)NC(=O)N(CC(=O)Nc2ccc3c(c2)CCC3)C1=O (centres undefined)	5	-5	-1	-2	2	-6	0.1	3
COc1ccc(OC)c(CCNC(=O)CN2C(=O)CCSc3ccccc32)c1	1	21	-3	-4	5	-12	1.7	-5
O=C(NCc1ccncc1)C1CCN(S(=O)(=O)c2cccc(C(F)(F)F)c2)CC1	3	-4	-2	-7	2	-23	.	-2
COc1ccc(-c2nc3ccc(Cl)cn3c2Cc2ccccc2C(F)(F)F)cc1OC	5	.	-1	3	-3	-39	0.9	9
CO[C@H]1CN(C)C(=O)c2cc(NC(=O)Nc3cccc(Cl)c3)ccc2OC[C@H](C)NC[C@H]1C	10	8	-8	-5	-1	14	0.2	-2
CC(=O)N(C)C[C@@H]1OCc2ccccc2-c2c(n(C)c3ccccc23)C(=O)N([C@@H](C)CO)C[C@H]1C	3	-7	-1	-2	-3	10	-0.2	-1
COc1ccc(OCc2nnc(SC(C)C(=O)Nc3ccc(N4CCOCC4)cc3)n2C)cc1 (centres undefined)	-16	-2	-2	10	1	-4	0.4	14
C[C@H]1CN([C@@H](C)CO)C(=O)c2cc(NC(=O)Nc3cccc4ccccc34)ccc2O[C@@H]1CN(C)Cc1ccc(Cl)c(Cl)c1	-2	29	0	-10	5	-17	0.1	6

Other results follow:
SMILES	RAD54 inh	ARNT-TACC3 inh	Casp6 inh	ERp5 inh	PglD DTNB	RAD52 anneal inh	E-selectin induc	esBAF inh
CSCCC(=O)N(C)CC1CCN(CCc2cccc(C(F)(F)F)c2)CC1	-10	-15	-7	-1	-2	-185	0.1	6
O=C(Nc1nnc([C@@H]2C[C@H](O)[C@@H](CO)O2)s1)Nc1ccccc1C(F)(F)F	4	.	-1	1	10	-3	0.0	-2
O=C(C[C@H]1C[C@@H]2c3cc(NC(=O)C4CCOCC4)ccc3O[C@@H]2[C@@H](CO)O1)NCc1cccnc1	4	-3	0	-3	-2	-8	1.2	1
C[C@H](CO)N1C[C@H](C)[C@@H](CN(C)S(C)(=O)=O)Oc2ccc(NS(=O)(=O)c3ccccc3)cc2CC1=O	0	32	0	-3	-2	1	0.7	-4
CN(CCC#N)C(=O)COC(=O)c1cc(Cl)cc(Cl)c1N	.	-3	3	4	.	-9	.	.
C[C@@H]1CN([C@H](C)CO)C(=O)c2cc(/C=C/c3ccccc3)cnc2O[C@@H]1CN(C)C(=O)CN(C)C	5	-10	2	-2	0	-5	0.1	-5
COCCNC(=O)C[C@H]1CC[C@@H]2[C@@H](COc3ccc(NS(=O)(=O)c4ccc(Cl)cc4)cc3C(=O)N2C)O1	-5	3	1	1	0	1	0.0	-5
O=C(CNC(=O)c1ccccc1F)N/N=C/c1cccnc1	-16	-3	-2	-8	0	-22	-0.3	11
COc1cccc(OCCn2cc(C(C)=O)c3ccccc32)c1	-2	2	-3	1	-10	-16	-1.9	-10
CCCCCCCc1c(O)nc(SCCN(C)C)[nH]c1=O	-9	2	-3	3	-5	-5	-0.3	-5
O=C(COC(=O)CCc1nc2ccccc2s1)Nc1ncc(Cl)cc1Cl	-2	-1	.	.	1	.	.	-5
COc1ccc(N2C(=O)CC(Sc3nc(C)cc(C)n3)C2=O)cc1OC (centres undefined)	9	-2	-1	0	-1	-11	.	-13
O=C(COC(=O)c1ccc(Cl)cc1)NCC1CCCCC1	.	.	0	-2	.	-11	0.1	-2
Cc1ccc(N(CC(=O)NN=C2CCN(C)CC2)S(=O)(=O)c2ccc(C)cc2)cc1	-8	1	3	4	0	-3	.	-8
COCC(=O)N1[C@H](C#N)[C@@H](c2ccc(C#CCC3CCCC3)cc2)[C@H]1CO	-7	6	3	-2	-1	3	0.3	6
COc1ccc(C(=O)OCC[N+]2(C)CCOCC2)cc1	4	2	2	-4	2	-13	3.2	5
CCOC(=O)c1n[nH]n(-c2cc(Cl)cc(Cl)c2)c1=O	10	-5	-2	8	-6	-14	0.2	-6
CCCCn1c(N)c(N(CC(C)C)C(=O)c2ccc(OCC3CCCO3)cc2)c(=O)[nH]c1=O (centres undefined)	-1	-2	-1	3	2	-11	0.3	.
COc1cccc(OC)c1C(=O)NCCNc1nc2cc(C)cc(C)c2cc1C#N	.	.	-6	-3	.	-4	-0.2	.
COc1cc(/C=C2/SC(=S)N(CC3CCCO3)C2=O)ccc1O (centres undefined)	-51	-17	.	.	-1	.	1.6	.
CNc1nc(-c2c(C)[nH]c3ccc(OC)cc23)cs1	-6	1	5	4	6	-3	.	-9
COCCCNC(=S)N1CCN(c2nc(-c3cccc(OC)c3)cs2)CC1	2	-2	-1	-1	-5	-21	.	16
COc1cccc(CNC(=O)CN(C)S(=O)(=O)c2cccc3cccnc23)c1	.	-6	-5	7	0	-13	6.8	2
C[C@H](O)C#Cc1ccc([C@H]2[C@H](CO)N3CCCCN(CC4CCOCC4)C[C@@H]23)cc1	-6	-4	0	1	2	-4	-0.3	.
COc1ccc(NC(=O)Nc2ccc3c(c2)C(=O)N([C@H](C)CO)C[C@@H](C)[C@H](CN(C)Cc2ccc4c(c2)OCO4)O3)cc1	31	-2	0	3	3	-1	3.5	4

Remaining list, next part
SMILES	RAD54 inh	ARNT-TACC3 inh	Casp6 inh	ERp5 inh	PglD DTNB	RAD52 anneal inh	E-selectin induc	esBAF inh
c1ccc(-c2ccccc2C2Cc3nnccc3CN2)cc1 (centres undefined)	.	.	1	2	.	-13	-0.3	.
COc1cc([N+](=O)[O-])cc2sc(NC(=O)C(C)(C)C)nc12	8	-61	1	0	2	-11	0.0	-2
CCCCn1c(N)c(N(CC(C)C)C(=O)CN(C)S(=O)(=O)c2ccc(C)cc2)c(=O)[nH]c1=O	.	0	2	15	.	-10	2.0	.
C[C@@H]1CN([C@@H](C)CO)C(=O)c2cc(-c3cccc(C#N)c3)cnc2O[C@@H]1CN(C)Cc1ccccc1	8	-9	0	-4	-2	-3	0.2	3
O=C(Nc1ccccc1F)N1CCCCN2[C@@H](CO)[C@@H](c3ccc(C#Cc4ccccc4)cc3)[C@@H]2C1	-4	11	0	-3	6	16	-0.7	.
O=C(O)CCc1ccc(-c2ccccc2)n1NC(=O)c1ccco1	-5	-2	.	.	3	.	.	-6
CCc1ccc2nc(NC(=O)CN3C(=O)NC4(CCCC4)C3=O)sc2c1	1	-18	1	-3	-1	-46	5.3	34
C/C(=N\OCC(=O)O)c1ccc(Cl)cc1	.	-4	0	1	.	-14	-0.1	-2
C[C@H](CO)N1C[C@H](C)[C@H](CN(C)Cc2ccc(-c3ccccc3)cc2)Oc2ccc(NC(=O)CCN3CCOCC3)cc2C1=O	2	-4	3	0	7	-2	1.4	0
Cc1noc(C)c1NC(=O)N[C@H]1CC[C@@H](CC(=O)N2CCCCC2)O[C@H]1CO	-5	-6	1	2	-3	-6	-0.3	3

Compound activity (PubChem)
